Screening results as filed in PubChem BioAssay.
Yfh1-depleted yeast = mitochondrial function rescue without frataxin homolog – Friedreich's ataxia, plus single-dose screen, dose response (AID 1465). S. cerevisiae Yfh1-off respiration, WST-1 reduction, 72 h; higher fold induction means a stronger effect. one-dose fold induction at 50 µM; EC50 in µM for titrated hits. hit rate 0.074% among 220,000;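 active = fold induction of absorbance versus untreated yeast above a set limit, then at least 30% activation at any dose in follow-up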;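 also: activators that raise dye reduction in frataxin-depleted yeast; strong numbers were not always called active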
KOR beta-arrestin-1 = kappa opioid receptor blockers – cell-based, luminescence, uHTS (AID 1778); KOR beta-arrestin recruitment, luminescence, antagonist mode; higher % means a stronger effect; hit rate 0.091% among 290,000; inhibition, % at 10 µM, or IC50 in µM where a hit was titrated; also: strong numbers were not always called active
TNAP activation fold = human TNAP enzyme activators, primary screen, biochemical, luminescent, no phosphate acceptor, uHTS (AID 1001); purified TNAP, luminescent activation assay, no phosphate acceptor; higher activation fold means a stronger effect; activation fold at 20 µM; hits with a dose series show EC50 in µM; hit rate 0.03% among 200,000; in the data active = activation fold from about 3, or a potency from the dose series; inactive = the rest, 99 in 100 with activation fold below about 1.6; also: many of its hits are not listed in these tables
KOR beta-arrestin-2 = KOR agonists, beta-arrestin recruitment, primary screen, cell-based, luminescence, uHTS (AID 1777) | KOR beta-arrestin recruitment, luminescence; higher % means a stronger effect | one-dose activation, % at 10 µM; EC50 in µM for titrated hits | hit rate 0.02% among 280,000; in the data active = activation above about 50%, passing the limit was not always enough; also: a part of the inactive calls stands beside numbers as strong as those of hits
HEK293 NOD2/NF-kB = NOD2 signaling inhibitors, cell-based, luminescence, uHTS, HEK293 (AID 1566). HEK293 NOD2/NF-kB luciferase reporter, luminescence; higher % means a stronger effect. one-dose inhibition, % at 4 µM; EC50 in µM for titrated hits. hit rate 0.63% among 290,000; also: many of its hits are not listed in these tables
NOD1 NF-kB reporter = inhibition of NOD1-driven NF-kB reporter – cell-based, luminescence, uHTS, primary screen (AID 1578); NOD1-driven NF-kB luciferase reporter cells, luminescence; higher % means a stronger effect; inhibition, % at 4 µM; hits with a dose series show EC50 in µM; hit rate 1% among 290,000; in the data active = inhibition mostly above about 36%, no sharp cut-off; inactive = mostly below about 34%;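 also: HEK-293T reporter cells stimulated with the NOD1 agonist gamma-tri-DAP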
GPR55 beta-arrestin = selective activators of receptor GPR55 – imaging, U2OS cells, beta-arrestin-GFP redistribution, primary screen (AID 1961); one-dose activation, % at 10 µM; EC50 in µM for titrated hits; hit rate 0.048% among 290,000; U2OS GPR55 beta-arrestin-GFP redistribution imaging; higher % means a stronger effect;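 active = activation above 40% with more than 50 cells counted in the well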;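 also: U2OS osteosarcoma cells stably expressing GPR55 and beta-arrestin-GFP; plate controls were DMSO negative control for no effect and LPI positive control for full effect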
CSM14.1 death rescue = rescue of cells from ER stress-induced death, primary screen, 384-well, CSM14.1, thapsigargin, ATP luminescence (AID 1222). CSM14.1 thapsigargin-induced death rescue, ATP luminescence; higher % means a stronger effect. one-dose cellular ATP content (survival), % at 20 µM; EC50 in µM for titrated hits. 190,000 tested, under 10 active;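 active = EC50 below 50 µM in the dose-response confirmation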;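 also: death triggered by thapsigargin at about 15 µM added after 2 h compound pretreatment; cell ATP read after overnight thapsigargin exposure of roughly 18 to 22 hours; normalized against plate controls of thapsigargin alone and 5% DMSO vehicle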
NTR1 ag = NTR1-driven beta-arrestin-GFP spot formation – imaging, U2OS cells, high content, primary screen (AID 493036). agonist mode. P30989. hit rate 0.17% among 330,000. activation, % at 20 µM;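 active = activation at or above 40% of the spot to cytoplasm intensity ratio, with at least 20 cells analyzed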;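 also: 0% = DMSO without peptide and 100% = 100 nM NTR1 peptide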
Target sequence (P30989 whole entry, looked up): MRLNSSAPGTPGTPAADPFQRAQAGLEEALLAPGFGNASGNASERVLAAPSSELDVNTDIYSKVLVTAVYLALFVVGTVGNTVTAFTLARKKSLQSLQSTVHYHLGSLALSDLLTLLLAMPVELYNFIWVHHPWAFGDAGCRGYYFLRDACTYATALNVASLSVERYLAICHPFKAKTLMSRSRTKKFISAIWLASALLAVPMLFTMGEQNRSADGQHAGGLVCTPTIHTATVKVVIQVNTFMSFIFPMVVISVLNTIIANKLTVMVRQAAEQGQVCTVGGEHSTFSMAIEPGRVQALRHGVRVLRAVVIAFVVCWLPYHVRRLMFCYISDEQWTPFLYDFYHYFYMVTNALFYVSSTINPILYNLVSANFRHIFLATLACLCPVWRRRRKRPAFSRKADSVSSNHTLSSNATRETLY
NTR1 ag cell count 20 µM = recorded beside NTR1 ag, whose call it bears; cell count; measured here: cell count, cytotoxicity flag
Starred values were filed as active, the others as inactive; i = inactive; / = no result given; [ ] = dose if it differs, or a comment. Rule as the data show it, unless noted: active = inhibition above about 50%; inactive = the rest.

SMILES	Yfh1-depleted yeast	KOR beta-arrestin-1	TNAP activation fold	KOR beta-arrestin-2	HEK293 NOD2/NF-kB	NOD1 NF-kB reporter	GPR55 beta-arrestin	CSM14.1 death rescue	NTR1 ag	NTR1 ag cell count 20 µM
O=C(O)C(Cc1ccccc1)N=Cc1c(O)c2ccccc2oc1=O (stereo not drawn)	i	-13.7%	0.9	-0.6%	6.1%	-28.1%	-0.6%	-2.1%	-1.0	84
C/C(=N\NC(=O)c1cc2c(s1)CCC(C)C2)c1cccnc1 (stereo not drawn)	i	20.9%	1.4	-2.6%	-20.9%	-18.9%	0.1%	-0.9%	4.9	70
N#C/C(=C\c1cccnc1)c1ccc([N+](=O)[O-])cc1	/	-46.7%[20 µM]	/	-0.2%	22.0%	61.9%	-0.2%	/	1.1	49
CC(NC(=O)c1ccccc1F)c1nnc(SCC(=O)N2CCN(c3ccccc3)CC2)n1C (stereo not drawn)	i	33.2%[20 µM]	1.1	-3.5%	22.4%	-19.0%	-0.1%	0.2%	1.1	57
Cc1cccc(NC(=O)CN(CCc2ccccc2)S(C)(=O)=O)c1	/	5.5%[20 µM]	/	-4.9%	14.0%	-10.2%	0.3%	/	-0.7	60
O=C(Nc1ccc(S(=O)(=O)Nc2nccs2)cc1)c1cccc(N2C(=O)c3ccccc3C2=O)c1	i	-7.2%	0.9	5.3%	-14.3%	5.1%	0.4%	-1.8%	-1.0	70
COc1ccc(CCNC(=O)C2CCN(S(=O)(=O)N3CCC(C)CC3)CC2)cc1OC	/	-2.3%	/	-4.0%	14.6%	13.1%	-0.2%	/	-0.7	71
O=C(O)Cc1ccc(NC(=O)COc2ccc3ccccc3c2)cc1	/	8.3%	/	-1.2%	4.4%	0.8%	-0.2%	/	0.2	75
COc1ccc(CCNc2nnc(Sc3nnnn3-c3ccccc3)s2)cc1OC	i	4.5%	1.1	2.7%	-12.2%	-30.0%	-0.2%	4.4%	1.6	79
COc1ccc(Br)cc1/C=N/n1c(COc2ccccc2)n[nH]c1=S	/	18.0%	/	-3.0%	-7.7%	-6.2%	0.0%	/	-1.2	93
CN1CCN(CC(=O)N(Cc2c(C#N)c3ccccc3n2C)c2ccccc2)CC1	i	13.9%	1.1	-3.2%	5.7%	-9.5%	-0.1%	0.7%	-1.1	84
Cc1cc(C)c(S(=O)(=O)NCc2ccccn2)cc1C	/	-9.6%[20 µM]	/	-0.7%	11.1%	-1.6%	-0.1%	/	1.5	60
C=CCc1cc(Cl)ccc1OCCOCCNCCOC	i	-23.3%	0.7	3.9%	-11.8%	-24.9%	-0.1%	-2.4%	0.6	89
O=C(Cc1ccccc1F)Nc1ccc(S(=O)(=O)Nc2ncccn2)cc1	/	5.6%	/	0.1%	14.0%	-42.5%	-0.4%	/	-1.0	42
CCC1CCC2(CC1)NNC(=S)NN2	i	-15.3%	1	16.3%	5.4%	-3.8%	0.1%	0.9%	-0.8	57
COc1cccc(NC(=O)C(c2ccccc2)N2CCNC(=O)C2)c1 (stereo not drawn)	i	32.2%	1.1	-2.4%	-8.9%	-16.5%	-0.2%	-0.1%	-1.1	61
CC(=O)C1=C(C)Nc2ncnn2C1c1cccc(Br)c1 (stereo not drawn)	/	8.5%	/	1.1%	3.7%	4.6%	-0.1%	/	0.2	92
Cc1ccc(CN(C(=O)Cn2nnc3ccccc32)C(C(=O)NCc2ccco2)c2ccc(C)o2)cc1 (stereo not drawn)	i	15.0%	1.1	2.3%	-1.2%	-14.9%	-0.2%	-0.1%	3.3	57
COc1ccc(C(=O)Nc2ccccc2C(=O)N2CCN(c3ccccc3)CC2)cc1	/	4.5%	/	0.7%	0.1%	-20.9%	0.5%	/	1.5	63
COc1ccc(-c2cc(C(=O)N3CCOCC3)c3cc(C)ccc3n2)cc1	i	-25.8%	1	0.7%	-8.9%	-17.2%	0.2%	/	-1.6	85
N#Cc1cccc(NC(=O)COC(=O)CCc2nc3ccccc3c(=O)[nH]2)c1	i	5.4%	1.2	-5.8%	14.1%	-5.2%	-0.3%	0.2%	-1.6	65
CC(=O)C1=C(C)NC(SCc2ccc(C#N)cc2)=C(C#N)C1c1ccco1 (stereo not drawn)	i	15.3%	1.2	0.0%	-9.7%	2.8%	-0.3%	-3.3%	/	/
Cc1noc(C)c1C(=O)N1CCCC(N2CCN(c3cccc(C(F)(F)F)c3)CC2)C1 (stereo not drawn)	/	-30.3%	/	0.8%	-10.8%	-31.8%	0.2%	/	0.4	52
Cc1ccc(/C=C2\Oc3c(ccc(O)c3CN3CCN(CCO)CC3)C2=O)cc1	i	-43.2%	1	4.6%	-10.6%	-27.5%	0.0%	-1.4%	-0.5	75
CN(C)c1ccc(/C=N\NC(=S)SCN2C(=O)C3CCC(C)(C2=O)C3(C)C)cc1 (stereo not drawn)	i	1.0%	0.9	-6.2%	-18.1%	-19.4%	0.0%	-3.0%	0.3	53
CNC(=O)/C(C#N)=C1\SC(Cc2ccc(F)cc2)C(=O)N1c1ccccc1C (stereo not drawn)	i	40.3%	/	-0.8%	11.0%	4.1%	0.3%	/	-0.9	43
CCc1nnc(NC(=O)c2n[nH]c(=O)c3ccccc23)s1	i	-1.1%	/	-0.4%	-0.2%	8.5%	0.3%	/	1.5	56
Cc1cc(=O)n2c(C)n[nH]c2n1	i	36.1%	1.1	1.3%	-0.4%	-13.0%	0.2%	-2.3%	1.2	43
Cc1cccc(C)c1NC(=O)CN(C)C(=O)Cc1cccc(C(F)(F)F)c1	/	-8.8%	/	2.5%	18.0%	-16.7%	-0.1%	/	-1.6	56
COc1ccc(C2N(S(=O)(=O)c3ccc(C)cc3)CCN2S(=O)(=O)c2ccc(C)cc2)cc1	i	-1.5%	1.1	-2.7%	4.4%	14.4%	0.2%	0.0%	0.8	86
O=C(COc1ccc([N+](=O)[O-])cc1)NNC(=O)c1cccnc1	/	-0.1%	/	0.4%	7.6%	-1.4%	-0.1%	/	0.4	52
O=C(/C=C/c1cccs1)NCc1cccnc1	i	-11.5%	1.1	1.6%	-18.8%	-30.0%	-0.3%	-4.8%	0.0	75
CC1=C(C(=O)OC(C)(C)C)C(c2ccc3ccccc3c2)NC(=O)N1C (stereo not drawn)	/	7.4%	/	-4.1%	3.4%	-5.1%	0.0%	/	3.2	91
COc1ccc(C(=O)Nc2c(N)nc(SCC(=O)Nc3ccc(NC(C)=O)cc3)[nH]c2=O)cc1	/	-12.8%	/	-1.8%	-0.5%	-14.9%	0.0%	/	-0.4	49
CCCCNC(=O)C1CCN(c2nc(C)cc(C)n2)CC1	i	-14.0%	1.1	3.5%	1.6%	-3.2%	-0.3%	-2.6%	3.3	28
O=C(NC1CCCCC1)N(Cc1cc2cc3c(cc2[nH]c1=O)OCCO3)C1CCCCC1	i	2.2%	1	-2.4%	5.8%	12.4%	0.8%	5.2%	6.3	66
CCOc1ccccc1CNC(=O)C1CCCN(c2ncnc3c2nc2n3CCCCC2)C1 (stereo not drawn)	/	-2.1%	/	-6.6%	16.8%	-12.7%	-0.1%	/	2.1	59
CN1C(=O)c2ccccc2N(C)C1c1ccc2c(c1)OCO2 (stereo not drawn)	i	-24.2%	1.2	7.2%	-6.6%	-23.6%	0.3%	-1.3%	0.4	70
CC(=O)NS(=O)(=O)c1ccc(N/C(N)=N/c2nc(C)cc(C)n2)cc1	/	-14.4%	/	-0.4%	6.8%	-35.7%	0.3%	/	2.1	58
CCOCCCNC(=O)C(NC(=O)c1ccccc1O)c1ccc(Cl)cc1 (stereo not drawn)	i	19.9%	1.1	-2.2%	14.1%	-12.6%	-1.2%	-2.7%	0.1	109
N#Cc1c(-c2ccccc2)nc2n(c1=O)CCS2	i	-7.3%	1.1	3.0%	10.8%	8.7%	-0.2%	0.1%	-2.1	88
CCOCCCNC(=S)NCCNc1nc2ccc(C)cc2cc1C#N	i	27.9%	1.1	0.2%	-3.7%	-24.0%	-0.2%	-2.0%	/	/
COc1ccc(S(=O)(=O)NCC2CCC(C(=O)NCc3cccnc3)CC2)cc1 (stereo not drawn)	i	-39.1%	1	2.5%	2.7%	-6.3%	-0.7%	-6.2%	1.5	64
COc1cc(C(=O)NCC(=O)N/N=C/c2cccc(OC(=O)c3ccco3)c2)cc(OC)c1OC	i	9.4%	1.1	0.3%	10.2%	-15.3%	0.6%	1.3%	-1.2	89
CCc1nc2nc(C)c(NS(=O)(=O)c3ccc4c(c3)CCCC4)c(=O)n2[nH]1	/	-15.9%	/	-1.2%	1.9%	0.9%	-0.2%	/	0.8	43
N#C/C(=N\Nc1ccccc1F)c1nc(-c2ccccc2)cs1	i	-20.9%	1	-3.9%	-29.0%	3.2%	0.2%	-0.1%	9.5	30
Cc1ccc(C)c(N2C(=O)CC(Cc3ccc(Br)cc3)C2=O)c1 (stereo not drawn)	/	-35.4%[20 µM]	/	6.9%	18.5%	2.2%	0.3%	/	1.4	60
CCOC(=O)c1ccc(NC(=S)NC2CC(C)(C)NC(C)(C)C2)cc1	i	-45.1%	1	3.2%	-19.6%	-21.0%	0.5%	-3.6%	4.3	76
O=C(CCCCCn1c(=S)[nH]c2ccc(N3CCOCC3)cc2c1=O)NCc1ccc2c(c1)OCO2	i	-30.7%	1.4	36.6%	22.4%	-22.8%	-0.6%	1.1%	0.8	54
O=C(CSc1nnc(-c2cccc(S(=O)(=O)N3CCCCC3)c2)o1)NCCC1=CCCCC1	i	19.2%	1.1	12.0%	16.1%	22.0%	-0.3%	-1.6%	-1.7	111
CCN1CCc2c(sc(NC(=O)c3ccc(S(=O)(=O)N(C)CC4CCCO4)cc3)c2C(N)=O)C1 (stereo not drawn)	/	10.5%	/	5.7%	16.4%	4.5%	0.4%	/	-0.3	61
CCN(CC)S(=O)(=O)c1ccc(NC2CCCc3ccccc32)nc1 (stereo not drawn)	i	8.7%	1.3	-5.6%	-6.5%	2.2%	-0.2%	0.6%	-0.7	101

Nothing new here: four of the compounds above.
SMILES	Yfh1-depleted yeast	KOR beta-arrestin-1	TNAP activation fold	KOR beta-arrestin-2	HEK293 NOD2/NF-kB	NOD1 NF-kB reporter	GPR55 beta-arrestin	CSM14.1 death rescue	NTR1 ag	NTR1 ag cell count 20 µM
O=C(CCCCCn1c(=S)[nH]c2ccc(N3CCOCC3)cc2c1=O)NCc1ccc2c(c1)OCO2	i	-30.7%	1.4	36.6%	22.4%	-22.8%	-0.6%	1.1%	0.8	54
O=C(CSc1nnc(-c2cccc(S(=O)(=O)N3CCCCC3)c2)o1)NCCC1=CCCCC1	i	19.2%	1.1	12.0%	16.1%	22.0%	-0.3%	-1.6%	-1.7	111
CCN1CCc2c(sc(NC(=O)c3ccc(S(=O)(=O)N(C)CC4CCCO4)cc3)c2C(N)=O)C1 (stereo not drawn)	/	10.5%	/	5.7%	16.4%	4.5%	0.4%	/	-0.3	61
CCN(CC)S(=O)(=O)c1ccc(NC2CCCc3ccccc32)nc1 (stereo not drawn)	i	8.7%	1.3	-5.6%	-6.5%	2.2%	-0.2%	0.6%	-0.7	101

The list is partial; the hit share may differ from the screen's.
